# PglD inh: C. jejuni PglD acetyltransferase inhibitors, primary screen, biochemical, DTNB colorimetric, single point; actives 0.098% (n = 360,000); UDP-N-acetylbacillosamine N-acetyltransferase PglD (Campylobacter jejuni); inhibition, % at 12.5 µM; purified PglD enzyme, DTNB colorimetric CoA detection; in the data active = inhibition above about 16%, passing the limit was not always enough; also: strong numbers were not always called active
# PGC1a acetyl inh: inhibitors of PGC1a acetylation signal, primary screen, cell-based, U2OS, AlphaScreen, inhibitor mode; AlphaScreen anti-acetyl-lysine; with virally co-expressed GCN5 acetyltransferase; inhibition, % at 15.6 µM; actives 0.17% (n = 350,000);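 active = every replicate shows inhibition of at least 40%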;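 also: 0% = neutral control wells and 100% = positive control wells; some results beyond the cut were filed as inactive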
# ERAP1 HTS inh: human ERAP1 aminopeptidase inhibitors, primary screen, biochemical, single point, plate reader; actives 0.15% (n = 340,000); inhibition, % at 10.7 µM; AID 652197, 2013; Endoplasmic reticulum aminopeptidase 1 (Homo sapiens), Q9NZ08; recombinant ERAP1, Leu-AMC fluorescence, 60 min;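 active = mean replicate inhibition of at least 30%, or all replicates individually reaching that 30% level; inactive = mean below 30% and not every replicate reaching it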;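 also: 0% = neutral control wells and 100% = L-leucinethiol positive control wells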
# Cneo AK release: Cryptococcus neoformans cell lysis inducers, primary screen, AK release luminescence, single concentration. lysis activity, % at 15 µM. actives 0.2% (n = 360,000). C. neoformans lysis, adenylate kinase release luminescence, 4 h; normalised: neutral wells 0, clomiphene wells 100. AID 651654, 2012;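 active = mean lysis activity across replicates of at least 80%, whatever share of replicates individually reach that level; inactive = mean lysis activity below 80%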
#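 Schedule: static 4 h at 37 °C with compound, 1 h detection; system: C. neoformans cells; benchmarks: Clomiphene as positive control; buffer or medium: fresh YPD medium; measure: luminescence rise reflecting yeast cell lysis; measured by: luminescent adenylate kinase detection reagent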
# RAD52 inh: RAD52 DNA annealing inhibitors, primary screen, biochemical, FRET, single point, set 2; DNA repair protein RAD52 homolog (Homo sapiens), P43351; recombinant RAD52 DNA annealing, FRET fluorescence; inhibition, % at 18.7 µM; actives 0.46% (n = 360,000); AID 651710, 2012;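 active = every replicate showing at least 50% inhibition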
# Target sequence (P43351 whole entry, looked up): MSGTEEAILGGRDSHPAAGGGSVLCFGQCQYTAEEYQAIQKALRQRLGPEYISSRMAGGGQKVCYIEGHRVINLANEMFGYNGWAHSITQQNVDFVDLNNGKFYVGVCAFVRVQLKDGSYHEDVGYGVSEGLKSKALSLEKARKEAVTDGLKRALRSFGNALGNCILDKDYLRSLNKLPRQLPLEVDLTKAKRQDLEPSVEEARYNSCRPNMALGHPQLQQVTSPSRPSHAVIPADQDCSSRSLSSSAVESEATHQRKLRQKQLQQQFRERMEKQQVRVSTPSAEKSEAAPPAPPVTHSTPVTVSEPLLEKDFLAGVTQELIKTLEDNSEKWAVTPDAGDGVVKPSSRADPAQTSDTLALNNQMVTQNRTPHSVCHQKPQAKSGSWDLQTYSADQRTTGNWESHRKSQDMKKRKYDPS
# RAD54 inh: inhibitors of human RAD54 branch migration, primary screen, biochemical, fluorescence, single point; DNA repair and recombination protein RAD54-like (Homo sapiens), Q92698; RAD54 Holliday junction branch migration, FAM/BHQ fluorescence; AID 602329, 2012; actives 0.14% (n = 360,000); inhibition, % at 10.4 µM;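 active = mean normalized replicate activity at least 40 and at least half of replicates scoring 40 or more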;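 also: 0% = median of neutral control wells and 100% = median of positive control wells; inhibitors cause a drop in the FAM fluorescence signal; in these data hits start at about 50%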
# miR-122 sensor: miR-122 Renilla sensor signal increase in Huh7, primary screen, miR-122 inhibitor project, cell-based, single point, plate reader; Huh7 miR-122 Renilla luciferase sensor, 48 h; neutral wells = 0, positive control = 100; activation (reporter increase), % at 12.5 µM; actives 0.3% (n = 340,000);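 active = mean replicate activation score at least 90 and every replicate individually at or above 90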;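 also: higher luciferase means less miR-122 activity so hits act as miR-122 inhibitors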
# E-selectin induc: E-selectin induction in HUVECs, primary screen, imaging, HUVEC, immunofluorescence imaging, single point; normalized: neutral wells 0, TNF-alpha wells 100; activation, % at 7.58 µM; actives 0.37% (n = 260,000); AID 686992, 2013;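 active = mean E-selectin-positive cell signal at least 10% of the positive control, reached in at least 60% of replicates, without over 20% cell loss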;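 also: in these data hits start at about 27%; measured in HUVEC primary endothelial cells; signal is the percent of cells scored E-selectin positive by PE staining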
# Target sequence (P16581 whole entry, looked up): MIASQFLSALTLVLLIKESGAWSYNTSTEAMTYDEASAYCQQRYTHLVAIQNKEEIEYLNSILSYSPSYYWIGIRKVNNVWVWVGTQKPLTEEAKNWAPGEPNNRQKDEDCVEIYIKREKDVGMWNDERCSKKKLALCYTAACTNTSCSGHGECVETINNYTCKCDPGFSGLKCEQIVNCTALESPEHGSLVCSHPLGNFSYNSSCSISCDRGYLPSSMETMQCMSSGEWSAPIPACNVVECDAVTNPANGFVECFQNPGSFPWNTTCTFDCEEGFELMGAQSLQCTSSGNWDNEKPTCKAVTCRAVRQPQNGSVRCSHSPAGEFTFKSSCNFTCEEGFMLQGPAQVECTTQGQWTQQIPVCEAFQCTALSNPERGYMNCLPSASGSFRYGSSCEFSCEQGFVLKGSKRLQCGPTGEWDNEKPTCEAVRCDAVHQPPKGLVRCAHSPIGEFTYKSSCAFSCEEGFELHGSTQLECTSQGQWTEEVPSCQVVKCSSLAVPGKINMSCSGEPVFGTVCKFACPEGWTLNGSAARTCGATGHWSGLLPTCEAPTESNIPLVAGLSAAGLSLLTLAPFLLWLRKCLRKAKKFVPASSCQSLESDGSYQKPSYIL
#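 Test system – human umbilical vein endothelial cells (HUVEC), E-selectin induction · Input – 3,000 HUVEC seeded per well · Buffer or medium – EGM-2, gelatin · Compound dosing – single-point compound dose · Detection – immunofluorescence imaging · Measure – percent E-selectin-positive cells · Controls – TNF-alpha high, DMSO low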
# The depositor's hits bear a star; . = no result given; [ ] = dose if it differs, or a comment.
SMILES,PglD inh,PGC1a acetyl inh,ERAP1 HTS inh,Cneo AK release,RAD52 inh,RAD54 inh,miR-122 sensor,E-selectin induc
O=S(=O)(c1ccc(Br)s1)N1CCN(c2ccc(F)cc2)CC1,-3.1,-18.7,-5.4,0.8,-23.0,-7.6,7.0,0.0
O=C(NC(=S)N1CCc2ccccc21)c1ccc(Br)o1,.,-22.4,-3.2,.,-47.6,.,.,-2.4
CCOc1ccc(S(=O)(=O)NCCC(=O)N2CCN(c3ncccn3)CC2)cc1,-2.1,.,-1.1,-0.3,-7.2,5.9,.,.
O=C(NNC(=O)c1cccc2ccccc12)c1ccc(Cl)c(Cl)c1,3.9,10.4,-1.2,0.9,-8.5,-9.4,-9.3,2.7
CN(c1ccc(OCC(=O)OCC(=O)c2c(N)n(C)c(=O)n(C)c2=O)cc1)S(=O)(=O)c1ccc2ccccc2c1,.,-3.4,-1.3,.,-18.0,.,1.1,1.3
O=C(CNC(=O)c1ccco1)OCC(=O)c1ccc(Cl)cc1Cl,3.3,3.1,.,-2.7,4.8,-6.5,-0.9,0.0
CCC(=O)N1C[C@@H](C)[C@@H](OC)CN(C)C(=O)c2cc(NC(=O)C3CCOCC3)ccc2OC[C@@H]1C,1.8,5.6,-0.6,-3.6,2.8,2.0,.,0.0
O=C1CCN(Cc2ccccc2)C=C1c1ccc(Cl)cc1,-1.8,7.6,-3.1,2.2,-3.5,-0.1,6.3,-0.1
Fc1ccccc1Cn1cc(C(=S)N2CCOCC2)c2ccccc21,-2.8,-4.4,.,12.0,-6.6,.,247.3*,-0.2
CC(C)C(=O)N1CCC2(CC1)Oc1ccc(Cl)cc1C(=O)C21CC(c2ccccc2)=NO1 (stereo not given),-3.9,-25.8,.,0.2,-3.8,7.1,0.6,0.8
COC(=O)C[C@H]1CC[C@H]2[C@@H](COc3ccc(NC(=O)c4cccc(Cl)c4)cc3C(=O)N2C)O1,.,-5.7,1.0,.,8.8,.,.,0.1
COC(=O)c1cccc(Nc2ccc([N+](=O)[O-])cn2)c1,1.8,9.7,-1.3,0.7,-15.2,2.9,0.2,0.9
COc1ccccc1CN1[C@@H]2CN(C(=O)c3ccncc3)c3ccccc3[C@@H]2[C@@H]1CO,0.7,-1.1,-1.8,-4.4,-19.5,6.4,-4.5[16.7 µM],0.5
COc1ccc(/C=C/c2nc3sc4c(c3c(=O)o2)CCC4)cc1,2.0,5.8,.,-0.7,.,-7.8,-0.2,.
Cc1cccc(N2CCN(C(=O)CCCOc3ccccc3)CC2)c1C,3.0,4.0,.,0.4,.,1.6,3.5,-0.1
CC(=O)c1cc(C)ccc1OC(=O)c1ccco1,-2.9,10.0,-1.2,-5.7,-3.0,-3.5,3.5,.
Cc1onc(-c2ccccc2)c1C(=O)N/N=C/c1c(F)cccc1Cl,-6.2,.,-1.0,-0.9,5.7,0.7,.,-0.3
C[C@H](CO)N1C[C@H](C)[C@H](CN(C)C(=O)Nc2ccccc2)OCCCC[C@H](C)Oc2ccc(NS(=O)(=O)c3cn(C)cn3)cc2C1=O,-0.6,4.7,1.2,-3.7,12.0,-4.3,5.7[16.7 µM],-0.1
CC(Sc1nnnn1-c1ccccc1)C(=O)Nc1ccc(Cl)cn1 (stereo not given),6.6,-3.8,.,7.8,.,-1.2,-2.5,.
CC(C(=O)NC1CCCCC1)N1C(=O)C2C3C=CC(C3)C2C1=O (stereo not given),0.9,6.0,-0.8,-0.1,-1.4,-2.2,-1.0,-0.3
CCN(CC)c1cc2c(c3c1ccn3C)C1CCC2O1 (stereo not given),-2.2,8.7,.,5.0,3.9,2.4,-2.8,3.0
CC(=O)C[C@H](O)CC(=O)[C@@H]1OC(=O)CCCCCCCCc2ccccc21,4.5,.,1.9,4.7,-12.4,-2.8,-9.4,-0.1
COc1ccc(C(C)=O)cc1COC(=O)c1cc(C)nc2ccccc12,.,-9.1,7.1,.,-15.7,.,1.4,.
COc1ccc(NC(=O)N(C)C[C@H]2Oc3ccc(NC(=O)Cc4ccccc4)cc3CC(=O)N([C@@H](C)CO)C[C@@H]2C)cc1,-2.2,3.0,3.0,-2.7,7.1,1.3,-1.6[16.7 µM],1.9
CC1Cc2cc(S(=O)(=O)CCC(=O)NCc3ccco3)ccc2N1C(=O)C1CC1 (stereo not given),-0.1,-1.3,0.6,-1.6,-16.3,3.3,-1.0,.
CC1(Oc2ccccc2)CCN(Cc2csc3ccccc23)C1 (stereo not given),6.4,-12.0,-2.7,-2.8,-17.3,5.7,-1.2,0.2
Cc1cccc(Sc2nc(-c3ccccc3)ccc2C#N)c1,-4.3,.,.,-1.8,.,-0.8,5.6,.
Cc1nn(C)cc1C(N)=O,-15.8,-8.2,.,1.1,.,-4.8,-5.2,.
CS(=O)(=O)N1CC(=O)N2[C@H](CO)[C@@H](c3ccc(C#CCC4CCCC4)cc3)[C@H]2C1,.,-5.6,1.6,.,4.1,.,.,3.8
C[C@]12c3[nH]c4cc(-c5ccco5)ccc4c3CCN1C(=O)[C@@H](CC(=O)NCc1cccc(C(F)(F)F)c1)C[C@@H]2C(=O)N1CCCCC1,-2.6,7.7,-0.6,-0.8,-14.7,-10.1,-11.1,0.6
COc1cccc(C(C(=O)NC2CCCC2)N(C(=O)c2ccco2)c2ccc(C(C)=O)cc2)c1OC (stereo not given),0.9,2.1,-3.3,1.4,-7.3,11.5,-0.7,0.1
CC1CCc2sc(C(=O)N(C)CC(=O)Nc3ccc(N4CCOCC4)cc3)cc2C1 (stereo not given),2.6,-3.8,-4.1,0.5,-22.2,-12.1,-2.7,-2.1
Cc1cc(C)n(-c2nc3ccccc3c(=O)n2OCC(=O)OCc2ccccc2)n1,-0.9,4.8,.,1.8,.,-3.8,2.2,.
Cc1ccc(NC(=O)CSCc2cc(=O)n3ccsc3n2)c(C)c1,-3.7,2.1,-4.4,6.2,-9.4,11.2,-2.0,.
C[C@@H]1CN([C@@H](C)CO)C(=O)c2c(c3ccccc3n2C)-c2ccccc2CO[C@H]1CN(C)C(=O)c1cc(Cl)cc(Cl)c1,.,3.9,-6.3,.,-5.2,.,.,-3.5
COc1ccc(S(=O)(=O)N(C)CC(=O)NCCC2=CCCCC2)cc1,-4.8,-19.7,.,-0.6,.,8.2,-3.6,.
CC(C)NS(=O)(=O)c1ccc(Oc2ncc(C(F)(F)F)cc2Cl)cc1,0.8,.,.,0.3,.,-1.2,13.4,.
CC(NS(=O)(=O)c1ccc(Cl)c(Cl)c1)C(=O)OCC(=O)N1CCCCCC1 (stereo not given),5.4,-0.6,1.5,-3.1,-19.6,2.1,.,-1.6
CCCNC(=O)COC(=O)c1ccc(OCC(=O)Nc2ccccc2OC)c(OC)c1,-1.3,-14.3,.,0.5,.,-4.9,6.2,-0.9
Cc1ccc(S(=O)(=O)Nc2cccc3c2O[C@@H](CN(C)C(=O)NC2CCCCC2)[C@@H](C)CN([C@@H](C)CO)C3=O)cc1,1.0,2.7,0.3,-1.0,-9.1,-6.1,0.5[16.7 µM],0.7
Nc1nc2c(Cl)cc(Cl)cc2s1,-1.7,-5.2,-3.9,-1.3,1.4,2.0,-1.9,.
COc1ccc2c3c([nH]c2c1)[C@H](CO)N(Cc1nccs1)CC31CCN(Cc2ccncc2)CC1,.,21.9,-2.5,.,35.6,.,.,0.1
Cc1ccc(-c2nnnn2C2C/C(=N\NC(N)=S)C3OCC2O3)cc1 (stereo not given),-0.5,-18.1,2.0,2.5,-8.5,-0.7,-4.6,.
COCCn1cnc2c1c(=O)n(Cc1ccccc1C#N)c(=O)n2Cc1ccccc1,-1.7,.,-5.3,0.1,-23.6,-3.0,.,0.0
O=C(Nc1ccc(Nc2ccccc2)cc1)c1cc([N+](=O)[O-])ccc1Cl,-4.1,19.6,0.2,-2.1,-12.0,-9.9,-4.8,.

# Random excerpt: 6 entries already listed
SMILES,PglD inh,PGC1a acetyl inh,ERAP1 HTS inh,Cneo AK release,RAD52 inh,RAD54 inh,miR-122 sensor,E-selectin induc
Cc1ccc(S(=O)(=O)Nc2cccc3c2O[C@@H](CN(C)C(=O)NC2CCCCC2)[C@@H](C)CN([C@@H](C)CO)C3=O)cc1,1.0,2.7,0.3,-1.0,-9.1,-6.1,0.5[16.7 µM],0.7
Cc1cc(C)n(-c2nc3ccccc3c(=O)n2OCC(=O)OCc2ccccc2)n1,-0.9,4.8,.,1.8,.,-3.8,2.2,.
COCCn1cnc2c1c(=O)n(Cc1ccccc1C#N)c(=O)n2Cc1ccccc1,-1.7,.,-5.3,0.1,-23.6,-3.0,.,0.0
CC1CCc2sc(C(=O)N(C)CC(=O)Nc3ccc(N4CCOCC4)cc3)cc2C1 (stereo not given),2.6,-3.8,-4.1,0.5,-22.2,-12.1,-2.7,-2.1
C[C@@H]1CN([C@@H](C)CO)C(=O)c2c(c3ccccc3n2C)-c2ccccc2CO[C@H]1CN(C)C(=O)c1cc(Cl)cc(Cl)c1,.,3.9,-6.3,.,-5.2,.,.,-3.5
COc1ccc(S(=O)(=O)N(C)CC(=O)NCCC2=CCCCC2)cc1,-4.8,-19.7,.,-0.6,.,8.2,-3.6,.

# Next section
SMILES,PglD inh,PGC1a acetyl inh,ERAP1 HTS inh,Cneo AK release,RAD52 inh,RAD54 inh,miR-122 sensor,E-selectin induc
Cc1cccc(NC(=O)c2cccc(C(=O)Nc3cccc(C)n3)c2)n1,4.8,-3.8,3.0,-4.4,-5.5,0.0,-0.8,.
O=c1[nH]c2ccccc2c(O)c1-c1ccccc1,2.4,-7.9,1.6,0.8,-6.0,2.7,-16.0,.
O=C1CCC(C(=O)N2CCCC(C(=O)c3ccc4ccccc4c3)C2)=NN1 (stereo not given),13.7,1.3,2.0,44.4,-7.2,-0.2,-4.9,.
COc1cccc(OCCOc2ccc(/C=C3\C(=N)N4N=C(S(C)(=O)=O)SC4=NC3=O)cc2OC)c1,0.5,0.5,1.0,0.4,-18.5,-15.3,-1.4,.
CCNC(=O)C1(C)CCN(C(=O)c2ccc(C#N)cc2)C1 (stereo not given),1.4,0.8,-0.6,3.3,-4.4,-3.9,.,0.0
C=CCN1C(=O)C(CC(=O)O)SC1=Nc1ccc(C(=O)O)cc1 (stereo not given),-1.5,.,-0.5,0.5,-9.7,9.0,-4.4,.
O=C1Nc2ccccc2C(=O)N2[C@H](c3cccc(Br)c3)[C@@H]3C(=O)N(Cc4ccccc4)C(=O)[C@@H]3[C@H]12,-0.5,.,-0.6,0.0,-34.2,-3.3,.,.
O=C(/C=C/Nc1ccc(Cc2ccc(N/C=C/C(=O)C(F)(F)F)cc2)cc1)C(F)(F)F,0.1,-37.5,.,-7.8,.,-7.4,-4.4,.
CCOC(=O)N1CCN(C(=O)CN(c2cc(C(F)(F)F)ccc2Cl)S(C)(=O)=O)CC1,-0.9,10.4,.,-3.2,.,3.0,-0.8,.
CC1CN(C(=O)CCC(=O)NCCCN2C(C)CCCC2C)c2ccccc2O1 (stereo not given),-1.2,5.3,1.4,0.4,-25.6,-6.4,-0.5,-0.1
O=C(NCCC1=CCCCC1)C1COc2ccccc2O1 (stereo not given),-4.9,-3.0,.,-4.3,.,0.7,-1.8,.
CCc1ccc(NC(=O)Nn2cnnc2)cc1,6.2,3.2,2.4,-0.5,-4.9,4.0,-1.7,-0.6

# Screens from PubChem BioAssay.
